# PLK1 PBD block: PLK1 (human) polo-box domain binding inhibition | Potency, µM, without a hit: max response, negative = inhibition, most hits filed as inhibitors | Plk1 PBD binding of FITC phosphopeptide, fluorescence polarization | 360,000 tested, 2.8% active | AID 720504; also: potency is read from the fitted curve at half-maximal effect; series mostly up to about 57 µM; % is scaled to controls: 0 for no effect and ±100 for the full control effect; nearly all actives have a fitted effect of over 65% in size
# Target sequence (P53350 whole entry, looked up, the tested form may be a part): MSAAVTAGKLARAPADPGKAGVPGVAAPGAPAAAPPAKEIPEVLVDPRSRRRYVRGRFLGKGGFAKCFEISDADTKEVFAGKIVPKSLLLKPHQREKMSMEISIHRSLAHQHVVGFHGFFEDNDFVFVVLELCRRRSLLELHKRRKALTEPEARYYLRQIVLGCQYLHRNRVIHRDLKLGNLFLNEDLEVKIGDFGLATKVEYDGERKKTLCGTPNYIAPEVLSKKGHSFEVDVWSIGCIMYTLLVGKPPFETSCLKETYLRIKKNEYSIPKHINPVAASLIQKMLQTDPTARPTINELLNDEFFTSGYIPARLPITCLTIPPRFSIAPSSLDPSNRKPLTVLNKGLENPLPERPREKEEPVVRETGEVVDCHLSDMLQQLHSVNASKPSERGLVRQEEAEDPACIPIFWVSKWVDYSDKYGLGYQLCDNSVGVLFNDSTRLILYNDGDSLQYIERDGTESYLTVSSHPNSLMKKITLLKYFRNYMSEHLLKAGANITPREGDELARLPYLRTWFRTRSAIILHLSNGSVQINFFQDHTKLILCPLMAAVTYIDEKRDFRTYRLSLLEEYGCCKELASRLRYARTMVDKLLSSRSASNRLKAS
# PTHR1 ag: agonists of human PTHR1 parathyroid hormone receptor. AID 743266. Q03431. 410,000 tested, 0.075% active. HEK293 GP2 PTHR1 cells, GloSensor cAMP luminescence, 1 h. Potency, µM (titrated, usually from 115 µM), for inactives: at the top dose activation, hits mostly activators; also: potency is read from the fitted curve at half-maximal effect; nearly all actives have a fitted effect of over 55% in size; some results filed as inactive show a strong effect at the top dose; inactives centre near -15; many of its hits are not listed in these tables
#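 HEK-293-derived GP2 cells expressing PTHR1 and a GloSensor cAMP reporter, 3,000/well, plated overnight, given luciferin plus IBMX (each 0.5 mM as added) for 1 h at 37 °C, then compound for 1 h at 37 °C. Luminescence was read after 15 min at room temperature.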
# GLP1R inv ag: acts as inverse agonist at human GLP-1 receptor; Potency, µM (highest dose often 38.3 µM), for inactives: top-dose activity change, negative = inhibition, hits mostly inhibitors; P43220; 410,000 tested, 1.6% active; HEK293 GLP-1R CRE-luciferase, luminescence, 24 h; GLP-1R form is constitutively active; also: potency is read from the fitted curve at half-maximal effect; % is scaled to controls: 0 for no effect and ±100 for the full control effect; nearly all actives have a fitted effect of over 55% in size
#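 Seeding at 200 cells/uL, 12 h culture, 24 hr compound treatment, then luciferase reagent and a luminescence read; cells are HEK293 stably expressing a constitutively active GLP-1R plus cAMP-responsive luciferase.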
# EPAC1 antagonist: EPAC1 (human) antagonism | O95398 | EPAC1 GEF assay, Rap1b-BODIPY-GDP exchange fluorescence | Potency, µM (series often up to 115 µM), for the others: at the highest dose activity change, negative = inhibition, actives largely listed as inhibitors | 360,000 tested, 0.14% active;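 also: potency is read from the fitted curve at half-maximal effect; plate controls were vehicle for no effect and positive control for full effect; nearly all actives have a fitted effect of over 50% in size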
# GLP1R ag: activates the human GLP-1 receptor | P43220 | HEK293 GLP-1R CRE-luciferase, luminescence, 4-6 h; cells express a hypersensitive GLP-1R form | Potency, µM (doses to about 45.6 µM), for the others: at the top dose activation, actives largely listed as activators | 380,000 tested, 0.007% active | AID 624172; also: potency is read from the fitted curve at half-maximal effect; % of control where 0% means no effect
# GLP1R cytotox: cytotoxic in the GLP-1 receptor inverse agonist counter-screen. Potency, µM (series often up to 38.3 µM), for inactives: at the highest dose activity change, negative = inhibition, most hits filed as inhibitors. 410,000 tested, 0.13% active. HEK293 cAMP-luciferase reporter cells, luminescence, 24 h;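 also: loss of luciferase light is scored as toxicity; potency is read from the fitted curve at half-maximal effect; % is scaled to controls: 0 for no effect and ±100 for the full control effect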
#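 1536-well qHTS counterscreen of the MLSMR; 200 cells/uL, 12 h pre-incubation, 23 nL cpd, 24 h at 37 deg C 5% CO2, luciferase detection reagent, 12 min RT, luminescence. Inhibition = undesired.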
# PI5P4Ka inh: inhibitors of human PI5P4K alpha | 330,000 tested, 1.2% active | AID 652105 | PI5P4Kalpha enzyme, ADP-Glo luminescence, 60 min; active compounds read low | P48426 | max response, %; active = max response of -50% or lower; inconclusive = between -30% and -50%; inactive = -30% or higher; also: value at the top dose of about 77 µM; % is scaled to controls: 0 for no effect and ±100 for the full control effect
# Target sequence (P48426 whole entry, looked up): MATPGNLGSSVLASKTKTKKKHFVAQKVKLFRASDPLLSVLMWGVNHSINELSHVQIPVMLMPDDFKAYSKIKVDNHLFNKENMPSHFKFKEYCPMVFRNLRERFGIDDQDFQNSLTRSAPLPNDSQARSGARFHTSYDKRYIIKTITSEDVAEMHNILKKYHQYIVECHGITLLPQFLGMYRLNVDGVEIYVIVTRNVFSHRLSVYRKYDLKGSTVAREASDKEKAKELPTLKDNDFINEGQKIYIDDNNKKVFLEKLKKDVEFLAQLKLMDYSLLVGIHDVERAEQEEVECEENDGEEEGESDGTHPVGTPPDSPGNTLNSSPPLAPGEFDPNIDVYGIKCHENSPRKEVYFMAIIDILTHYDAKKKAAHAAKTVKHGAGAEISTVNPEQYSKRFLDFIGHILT
#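 Reactions run in 0.038 M HEPES pH 7.4, 0.28 mM EGTA, 0.1% CHAPS and 5% DMSO, with PI5P4Kalpha, substrate, compound and 5 microM ATP final, one hour at room temperature. Readout is ADP-Glo luminescence.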
# EPAC1 ag: EPAC1 (human) agonism | EPAC1 agonist qHTS, biochemical assay; response scale: 100% = response to 6.5 mM cAMP | AID 720707 | Potency, µM (titrated, usually from 154 µM), without a hit: top-dose activation, actives largely listed as activators | O95398 | 360,000 tested, 0.073% active; also: potency is read from the fitted curve at half-maximal effect; nearly all actives have a fitted effect of over 60% in size
#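 Nucleotide exchange by EPAC1 (100 nM) on Rap1B–BODIPY-GDP (250 nM) in the presence of 50 uM GDP is tracked fluorescently at 480/540 nm over 30 min. Signals are normalized to a 6.5 mM cAMP control.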
# IL-2 act: activates IL-2 in a cell-based reporter assay | IL-2 activation reporter assay, cell-based qHTS; stimulated with anti-CD3/CD4/CD28 beads; in transgenic mouse T cells | activation, % (series mostly up to about 46 µM) | 360,000 tested, 0.065% active | AID 652025; in the data active = activation above about 50%; inconclusive = mostly about 30% to 49%; also: 0% is about no effect
#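 Screening format: compound pinned onto unstimulated transgenic mouse T cells, 60 min incubation, then anti-CD3/anti-CD4/anti-CD28 bead stimulation for 18 hours at 37 degrees C, followed by EGFP and DsRed detection.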
# Active calls of the source: *; i = inactive; ? = inconclusive; nt = not tested or not shown; [ ] = another dose, or the depositor's remark. Unless noted, calls follow the shape of the dose curve; as a rule, active = well fitted curve in the direction sought with a large enough effect; inconclusive = small, poorly fitted or top-dose-only effect, or another doubt; inactive = no such curve, though single readings can be large; an effect the other way counts as inactive or inconclusive. These rows are one share of the data; count on the stated rates, not on these rows.
SMILES,PLK1 PBD block,PTHR1 ag,GLP1R inv ag,EPAC1 antagonist,GLP1R ag,GLP1R cytotox,PI5P4Ka inh,EPAC1 ag,IL-2 act
CCNc1nc(N)c(C(=O)C23CC4CC(CC(C4)C2)C3)s1,0.0%,i,?,-25.7%,-1.0%,0.8%,5.7,-9.0%,-0.6
CCC(=O)c1ccc(OCC(=O)OCC(=O)c2c(N)n(C)c(=O)n(C)c2=O)cc1,-7.3%,i,8.4%,-7.0%,-1.3%,-20.2%,-5.4,5.2%,-2.6
O=C(Cc1cccs1)Nc1ccc(Cl)c(S(=O)(=O)N2CCOCC2)c1,-12.7%,-18.5%,-2.6%,-22.2%,12.7%,-7.4%,-11.9,4.5%,-6.0
O=C(CSc1nnc(-c2ccc(Cl)cc2Cl)n1C1CCCCC1)N1CCCC1,-10.4%,-7.5%,?,-5.1%,1.6%,-25.1%,-5.3,3.4%,0.1
COc1ccc2oc(=O)c(C(=O)NCCc3c(C)[nH]c4ccc(C)cc34)cc2c1,nt,-40.5%[inhibitor],18.1%,nt,6.2%,-11.3%,nt,nt,nt
C[C@H]1CN([C@@H](C)CO)C(=O)CCCn2nncc2CO[C@@H]1CN(C)Cc1ccccc1C(F)(F)F,-6.7%,-3.1%,-9.7%,5.6%,17.9%,-0.6%,-5.3,-21.8%,-3.0
COc1cc(/C=C(\C#N)C(=O)c2c(C)[nH]c3ccccc23)cc(OC)c1OC,?,-22.5%,-0.1%,1.7%,0.0%,4.6%[1.53 µM],7.9,9.5%,-0.7
COc1cc(OC)c(OC)cc1/C=C/c1cc(C(=O)O)c2ccccc2n1,-6.5%,i,12.9%,8.5%,3.6%,2.3%,-0.6,3.6%,-0.9
COCCSc1nnc(NC(=O)CS(=O)(=O)c2ccccc2)s1,-2.7%,i,34.3%[activator],12.3%,-3.8%,-2.6%,1.8,-1.2%,0.5
NNC(=O)c1[nH]c(-c2ccccc2)cc1-c1ccccc1,-10.2%,i,?,-14.8%,6.8%,-6.6%,6.1,13.2%,0.0
O=S(=O)(N1CCCCCC1)N1CCN(S(=O)(=O)N2CCCCC2)CC1,-9.8%,i,4.5%,11.9%,-11.2%,-2.7%,nt,4.6%,-0.5
Cc1ccc(-c2csc(SCC(=O)c3c(N)n(C4CC4)c(=O)[nH]c3=O)n2)cc1,-8.2%,-22.3%,1.7%,11.1%,-14.3%,16.5%,-4.7,9.0%,-0.5
O=C(CN1CCOCC1)Nc1ccccc1F,-4.6%,i,14.0%,-14.7%,-0.3%,5.4%,-2.2,-2.5%,0.5
O=C1CC(c2ccc3c(c2)OCO3)C2=C(CCCC2=O)N1 (stereo not drawn),2.1%,i,-9.1%,7.7%,3.3%,-11.1%,-9.1,6.7%,0.2
CCC(C)/C(C)=N/NC(=O)CSc1nc2ccccc2[nH]1 (stereo not drawn),-22.4%,-8.2%,6.9%,-13.9%,17.6%,3.2%,1.2,1.2%,-0.5
COc1cc(C(=O)Oc2cccc(Nc3ncnc4ccccc34)c2)cc(OC)c1OC,-3.0%,-20.3%[57.5 µM],-4.6%,8.6%,-4.2%,-18.3%,nt,16.9%,-2.4
O=c1c2cc3c(cc2[nH]c(=S)n1Cc1ccco1)OCO3,-14.4%,-23.7%,6.7%,6.2%,-0.5%,-2.5%,-2.1,-1.4%,-0.2
Cc1ccc(N2C(=O)c3n[nH]c(C)c3C2c2cccnc2)cc1 (stereo not drawn),-1.5%,-5.0%[57.5 µM],12.7%,9.2%,-0.3%,-2.9%,nt,-3.2%,5.5
CC(=O)NCCC(=O)N(Cc1ccccc1)c1nc2c(C)cccc2s1,-5.7%,i,?,?,13.1%,-10.8%,4.6,7.4%,-2.1
CC(C)(C)OC(=O)NCc1ccc(NC(=O)c2nc[nH]c2C(=O)NCCCCCCNC(=O)c2[nH]cnc2C(=O)Nc2ccc(CNC(=O)OC(C)(C)C)cc2)cc1,-9.0%,-32.1%[inhibitor],0.1%,-16.9%,-4.3%,11.4%,-1.0,-3.9%,-0.5
Cc1ccc(NC(=O)c2cccc3c2C(=O)N(C2CCCCC2)C3)c(Cl)c1,0.3%,i,-9.7%,-23.9%,-4.1%,-6.5%,-2.6,-3.6%,-3.3
N#Cc1cc(Sc2ccccn2)c([N+](=O)[O-])cc1C#N,-14.9%,-19.6%,-7.4%,?,13.8%,-1.2%,-85.8*,0.4%,3.7
CCOC(=O)c1c(NC(=O)COC(=O)c2cc(OC)c(OC)cc2[N+](=O)[O-])sc(C)c1C,1.3%,-14.8%,24.8%,10.2%,-0.1%,-6.4%,-3.2,4.1%,-0.8
Cc1cc(N2CCCCC2)nc(-c2ccc(Br)cc2)n1,-3.9%,-23.4%,?,-25.5%,21.3%,-1.1%,20.4,12.0%,-1.5
COc1cc(-c2nc(CN3CCCN(C(=O)c4ccco4)CC3)c(C)o2)ccc1F,29.9µM*,-24.5%,-8.4%[7.66 µM],-1.0%,12.5%,3.0%[7.66 µM],0.0,13.1%,-0.2

# Three compounds already listed, ordered by molar mass, rising.
SMILES,PLK1 PBD block,PTHR1 ag,GLP1R inv ag,EPAC1 antagonist,GLP1R ag,GLP1R cytotox,PI5P4Ka inh,EPAC1 ag,IL-2 act
NNC(=O)c1[nH]c(-c2ccccc2)cc1-c1ccccc1,-10.2%,i,?,-14.8%,6.8%,-6.6%,6.1,13.2%,0.0
Cc1ccc(NC(=O)c2cccc3c2C(=O)N(C2CCCCC2)C3)c(Cl)c1,0.3%,i,-9.7%,-23.9%,-4.1%,-6.5%,-2.6,-3.6%,-3.3
Cc1ccc(-c2csc(SCC(=O)c3c(N)n(C4CC4)c(=O)[nH]c3=O)n2)cc1,-8.2%,-22.3%,1.7%,11.1%,-14.3%,16.5%,-4.7,9.0%,-0.5

# Continuation.
SMILES,PLK1 PBD block,PTHR1 ag,GLP1R inv ag,EPAC1 antagonist,GLP1R ag,GLP1R cytotox,PI5P4Ka inh,EPAC1 ag,IL-2 act
CC1=C(C(=O)N(C(C)C)C(C)C)CC(CC(=O)NCc2ccco2)C(=O)N1Cc1ccc(C(C)(C)C)cc1 (stereo not drawn),-4.2%,-13.4%,?,-5.0%,-1.6%,-10.4%,9.1,-12.7%,0.1
N#Cc1ccccc1OCC(=O)Nc1cccc(S(=O)(=O)N2CCCC2)c1,-9.2%,-0.1%,3.6%,-21.5%,8.1%,6.9%,-11.2,8.7%,0.2
O=C(Nc1ccc(C(F)(F)F)cc1)C1CC(=O)N(c2ccc3c(c2)OCCO3)C1 (stereo not drawn),-10.6%,i,?,-0.8%,-9.5%,-20.9%,-8.8,-14.6%,-0.5
CC(Sc1nnc(-c2ccccc2F)n1C1CC1)C(=O)N1CCCC1 (stereo not drawn),-9.6%,?,-16.2%,-4.1%,-0.4%,-0.2%,-8.7,-7.7%,1.2
CCC(CC)C(=O)N1N=C(c2ccc(NS(C)(=O)=O)cc2)CC1c1ccccc1 (stereo not drawn),-4.1%,-26.0%,?,-2.4%,22.3%,-9.7%,-7.5,8.6%,-0.1
CCCN(CCC)C1=CC(=[N+]2CCCC2)CC(C)(C)C1,-11.1%,-43.8%[inhibitor],18.6%,-22.2%,-9.9%,-11.4%,-11.7,-4.1%,-1.1
O=C(COC(=O)Cc1ccccc1[N+](=O)[O-])NC1CCCC1,6.6%,i,7.4%,5.1%,-1.3%,3.1%,-1.1,0.8%,4.2
Cc1cc(C)n2cc(CSc3nnc(-c4ccccc4)o3)nc2n1,0.5%,i,45.0%[activator],-4.8%,13.9%,21.0%,-0.2,4.7%,0.5
Cc1c(O)ccc2c(CN3CCN(Cc4ccccc4)CC3)cc(=O)oc12,0.1%,-12.1%,-23.7%,10.2%,4.5%,384.4%[activator],-0.4,-3.8%,-1.4
Clc1ccc(-c2csc(N3CCN(c4ccccc4)CC3)n2)cc1,-12.3%,-52.8%[inhibitor][57.5 µM],-0.7%,-2.5%,0.1%,-2.0%,-0.5,9.5%,1.0
Cc1ccc2cc3c(NC(=O)C4CCCO4)nn(CC(C)C)c3nc2c1 (stereo not drawn),2.1%,i,9.4%,-5.1%,-2.5%,31.5%[activator],-2.1,-4.0%,-2.9
CCOC(=O)/C=C/C(=O)Nc1ccc(S(=O)(=O)Nc2cc(OC)nc(OC)n2)cc1,-3.1%,i,8.0%,-8.0%,-5.9%,5.5%,4.4,3.5%,-1.6
Cc1sc(NC(=O)CSc2nc(N)n(CC(=O)c3ccccc3)n2)c(C#N)c1C,-0.1%,17.1%[57.5 µM],0.0%,-4.0%,?,-8.7%,nt,23.4%,0.5
CS(=O)(=O)c1ccc2nc(NC(=O)c3cccs3)sc2c1,-1.3%,-21.2%,?,-2.4%,-22.2%,-17.4%,?,-4.3%,0.0
CCNC(=O)CC1SC(=Nc2cccc(Cl)c2C)N(C)C1=O (stereo not drawn),-4.7%,i,-17.5%,-0.4%,20.4%,3.4%,-0.5,-5.2%,-1.1
COc1ccc(NC(=O)CN(C)C(=O)CN2C(=O)C3CCCCC3C2=O)cc1 (stereo not drawn),-3.9%,-11.0%,3.8%,8.1%,-7.1%,-4.0%,8.0,6.2%,-1.9
CCC(=O)Nc1c(S(=O)(=O)c2ccccc2)c2nc3ccccc3nc2n1Cc1ccccc1,-8.3%,-14.2%,?,-2.9%,-14.7%,159.5%[activator],0.5,10.7%,-1.4
C/C(=N\NC(=O)c1cc(-c2cccc([N+](=O)[O-])c2)n[nH]1)c1ccccc1O,-16.6%,23.8%,?,?,-5.3%,7.3%,-0.7,-0.8%,0.9
Cc1ccc2c(c1C)OC(=O)CC2(C)C,-20.5%,14.6%,5.3%,9.0%,-0.7%,4.5%,2.2,4.3%,-1.9
Cc1ccccc1NC(=O)Cn1cc(C(=O)C2CC2)c2ccccc21,8.1%,-5.5%,-29.8%,11.4%,13.9%,-9.6%,0.1,0.3%,-0.1
CCCCn1c(N)c(N(CC(C)C)C(=O)c2ccc(N3C(=O)c4ccccc4C3=O)cc2)c(=O)[nH]c1=O,-10.8%,-23.9%,0.4%,-2.8%,2.7%,8.1%,-10.6,-14.6%,0.0

# Assay outcomes as filed in PubChem.
